Source: PubChem
N370S GC: inhibits or activates N370S mutant glucocerebrosidase; N370S GC spleen homogenate, 4MU-glucoside fluorescence; 0.092% of 330,000 active; P04062; Potency, µM (doses to about 59.4 µM), inactives show top-dose activity change, negative = inhibition, actives largely listed as inhibitors;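 also: 0% = full enzyme activity and -100% = no enzyme basal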
FEN1 inh: blocks human flap endonuclease 1; Recombinant FEN1 flap cleavage, fluorescence, 15 min; Potency, µM (titrated, usually from 114 µM), inactives show top-dose activity change, negative = inhibition, actives largely listed as inhibitors; 0.35% of 390,000 active; AID 588795; also: nearly all actives have a fitted effect of over 65% in size
Target sequence (P39748 whole entry, looked up): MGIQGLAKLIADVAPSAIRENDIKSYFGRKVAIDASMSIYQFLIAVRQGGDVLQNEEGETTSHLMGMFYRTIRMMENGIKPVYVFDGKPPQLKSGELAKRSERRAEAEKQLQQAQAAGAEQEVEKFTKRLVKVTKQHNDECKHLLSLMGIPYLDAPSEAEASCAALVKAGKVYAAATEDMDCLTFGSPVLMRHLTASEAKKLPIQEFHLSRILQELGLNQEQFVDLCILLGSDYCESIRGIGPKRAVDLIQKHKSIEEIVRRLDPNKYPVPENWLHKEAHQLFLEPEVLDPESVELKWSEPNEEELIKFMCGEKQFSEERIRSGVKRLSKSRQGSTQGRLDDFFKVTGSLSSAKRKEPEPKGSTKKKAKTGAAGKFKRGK
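FEN1 at 10 nM, compound pretreatment for 15 min (room temperature), 50 nM final substrate to initiate; endpoint reads at 0 and 15 min; DMSO-only plates used as vehicle background.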
TDP1 block: TDP1 (human) enzyme inhibition | Q9NUW8 | recombinant TDP1, AlphaScreen DNA substrate cleavage | Potency, µM (series often up to 130 µM), without a hit: at the top dose activity change, negative = inhibition, usual class: inhibitors | 0.28% of 350,000 active; also: nearly all actives have a fitted effect of over 40% in size
Target sequence (Q9NUW8 whole entry, looked up): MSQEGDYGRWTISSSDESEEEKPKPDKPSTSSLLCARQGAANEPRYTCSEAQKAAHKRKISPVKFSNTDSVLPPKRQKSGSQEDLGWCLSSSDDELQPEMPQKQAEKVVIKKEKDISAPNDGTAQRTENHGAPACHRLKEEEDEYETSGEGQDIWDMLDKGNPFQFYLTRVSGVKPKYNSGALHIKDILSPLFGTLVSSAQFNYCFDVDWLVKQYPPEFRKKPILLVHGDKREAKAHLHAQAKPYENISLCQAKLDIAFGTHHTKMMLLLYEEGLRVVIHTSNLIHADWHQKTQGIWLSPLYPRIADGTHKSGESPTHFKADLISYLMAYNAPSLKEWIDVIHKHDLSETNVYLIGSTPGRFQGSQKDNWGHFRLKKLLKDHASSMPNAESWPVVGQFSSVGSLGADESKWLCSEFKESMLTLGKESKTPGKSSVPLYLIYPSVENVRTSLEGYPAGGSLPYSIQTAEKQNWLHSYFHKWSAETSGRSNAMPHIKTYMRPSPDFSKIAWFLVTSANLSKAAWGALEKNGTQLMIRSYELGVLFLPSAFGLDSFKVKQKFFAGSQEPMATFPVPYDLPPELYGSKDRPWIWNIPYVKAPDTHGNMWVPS
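E. coli-derived human Tdp1, 1 nM final. Cpd preinc 15 min RT; substrate 15 nM final, 5 min RT; AS bead mix 10 ug/ml final, 10 min RT. Signal loss = tyrosine-FITC cleavage. No-enzyme wells = max signal.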
* hit, by the source's call; [ ] = dose if it differs, or a comment. Calls follow the shape of the dose curve; as a rule, active = well fitted curve in the direction sought with a large enough effect; inconclusive = small, poorly fitted or top-dose-only effect, or another doubt; inactive = no such curve, though single readings can be large; an effect the other way counts as inactive or inconclusive. Unless noted, % is scaled to controls: 0 for no effect and ±100 for the full control effect; potency is read from the fitted curve at half-maximal effect.

`CCOc1ccc(C(=O)N2CCC(c3noc(-c4ccc(S(=O)(=O)N5CCCC5)cc4)n3)CC2)cc1` gave FEN1 inh 3% and TDP1 block 5%.
CSCCC(NC(=O)COc1ccccc1)C(=O)N(C)CC(=O)Nc1ccc(C)cc1 (stereo not given) was read as FEN1 inh -1% and TDP1 block 0%.
Screening CCS(=O)(=O)N1Cc2ccccc2CC1C(=O)Nc1nnc(SCc2c(Cl)cccc2Cl)s1 (stereo not given) returned N370S GC 3%, FEN1 inh -15% and TDP1 block 6%.
Screening CC(=O)N1CCN(C(=O)COC(=O)CNC(=O)c2ccc(C)cc2)CC1 returned FEN1 inh -11% and TDP1 block 0%.
Screening C[C@H](NC(=O)c1ccc2ccccc2c1)C(=O)N1CCC2(CC1)NCCc1[nH]cnc12 returned N370S GC -2%, FEN1 inh 9% and TDP1 block 3%.
For COCC1CCN(Cc2cn(-c3ccccc3F)nc2-c2cc(C)sc2C)CC1 the results were N370S GC -10%, FEN1 inh -4% and TDP1 block 0%.
For COC(=O)c1c(C)[nH]c(C(=O)C(C)OC(=O)c2cnc(C)cn2)c1C (stereo not given) the results were FEN1 inh -1% and TDP1 block 1%.
O=C(c1cccc(Cl)c1)N1CCN(Cc2ccccc2F)CC1 was read as N370S GC 2%, FEN1 inh -3% and TDP1 block -2%.
For O=C(NCC1(c2ccccc2)CCCC1)c1cccc(Br)c1 the results were N370S GC 0%, FEN1 inh -16% and TDP1 block -8%.
`COc1cc(CN(C(=O)c2ccccc2)c2ccccn2)cc(OC)c1OC` gave FEN1 inh -7% and TDP1 block 2%.
COc1ccccc1NC(=O)c1cccc2c(Br)cccc12 was read as N370S GC -2% and FEN1 inh 17%.
Screening COc1cc(C)ccc1S(=O)(=O)NC1CC(C)(C)NC(C)(C)C1 returned N370S GC -2% and FEN1 inh 0%.
CCN(CC)N=Nc1ccc(S(N)(=O)=O)cc1 was read as N370S GC -4%, FEN1 inh -9% and TDP1 block 0%.
Screening Cc1nc(-c2ccccc2)sc1CCNS(=O)(=O)c1ccccc1 returned FEN1 inh 4% and TDP1 block 4%.
`OC(CNc1nc2ccccc2s1)c1ccccc1` (stereo not given) gave N370S GC 20%, FEN1 inh 6% and TDP1 block 1%.
CCc1n[nH]c(=S)n1/N=C/c1ccc(NC(C)=O)cc1 was read as N370S GC 2%, FEN1 inh 14% and TDP1 block 5%.
O=C(COC(=O)c1cccc2ccccc12)Nc1cccnc1Cl was read as N370S GC 5%, FEN1 inh 0% and TDP1 block 0%.
O=C(CS(=O)(=O)c1ccc2ccccc2c1)N1CCCCCC1 was read as N370S GC -6%, FEN1 inh 7% and TDP1 block 5%.
O=C(NCC(=O)N1CCN(C/C=C/c2ccccc2)CC1)c1ccc(Br)cc1 was read as FEN1 inh 14% and TDP1 block 2%.
For CCC(C)NS(=O)(=O)c1ccc(NC(=O)C2CCCO2)cc1 (stereo not given) the results were N370S GC -7%, FEN1 inh 2% and TDP1 block 5%.
Screening Clc1cccc(Cl)c1/C=C/c1ccn[nH]1 returned N370S GC -9% and FEN1 inh 0%.
COc1ccc(OC)c(NC(=O)COC(=O)CCCN2C(=O)c3ccccc3C2=O)c1 was read as N370S GC -3%, FEN1 inh -7% and TDP1 block 0%.
`CSc1nnc(-c2ccccc2)o1` gave N370S GC -17%, FEN1 inh -8% and TDP1 block -4%.
CC(C)c1cnc2c(c1SCc1cccc(C(F)(F)F)c1)c(=O)n(C)c(=O)n2C was read as FEN1 inh -10% and TDP1 block 3%.
`Cc1cccc(C)c1NC(=O)C1=C(O)c2ccccc2N(C)S1(=O)=O` gave N370S GC -5%, FEN1 inh 10% and TDP1 block 0%.
For Cc1ccnc(N2C(=O)c3ccccc3C2Nc2ccc3c(c2)OCCO3)c1 (stereo not given) the results were N370S GC 13%, FEN1 inh -18% and TDP1 block 9%.
Screening COc1ccc(Oc2cc(C)c3ccccc3n2)cc1 returned N370S GC 0%, FEN1 inh -7% and TDP1 block -8%.
For Cc1ccccc1NC(=O)Cn1nc(C)c2ccccc2c1=O the results were N370S GC -12%, FEN1 inh 2% and TDP1 block 2%.
Screening N/N=C/C(=N\Nc1ccc(Cl)cc1)C(=O)c1ccncc1 returned N370S GC -3% and FEN1 inh inconclusive.
For CSCC(C)N1CCC(Oc2cccc(C(=O)NCc3ccccn3)c2)CC1 (stereo not given) the results were N370S GC -9%, FEN1 inh 21% and TDP1 block 3%[56.1 µM].
Screening Cc1cccc(NC(=O)CC(=O)Nc2cccc(C)c2)c1 returned N370S GC -1% and FEN1 inh 25%.
`CC1CCCCN1C(=O)C1COc2ccccc2O1` (stereo not given) gave N370S GC 5%, FEN1 inh 0% and TDP1 block -2%.
Screening Cc1cccn2c(=O)nc(SCC(=O)c3ccc(Cl)cc3)nc12 returned N370S GC -8% and FEN1 inh 3%.
For CC(=Nc1ccccc1O)c1sc2ccccc2c1O the results were N370S GC 1%, FEN1 inh 6% and TDP1 block 10%.
Screening CN1CCN(CC(=O)Nc2nc3ccccc3s2)CC1 returned N370S GC -3% and FEN1 inh 5%.
O=C(Nc1nc(-c2ccc(F)c(F)c2)cs1)c1ccc(OCC2CCCO2)cc1 (stereo not given) was read as N370S GC 3%, FEN1 inh -1% and TDP1 block 5%.
O=C(Nc1cc2c3c(c1)CC(=O)N3CCC2)c1ccccc1F was read as N370S GC -2% and FEN1 inh -4%.
COc1ccc2c(c1)sc1nc(=O)ccn12 was read as N370S GC 0% and FEN1 inh -1%.
CC(NC(=O)/C(C#N)=C/c1ccc(N2CCOCC2)cc1)c1ccccc1 (stereo not given) was read as N370S GC -1%, FEN1 inh -14% and TDP1 block 1%.
For O=Cc1ccc(N2CCCC2)o1 the results were N370S GC -17%, FEN1 inh -2% and TDP1 block -6%.
COc1ccccc1CC(=O)N1CCC(CCC(=O)NC2CC2)CC1 was read as N370S GC 0%, FEN1 inh 1% and TDP1 block 0%.
For CCOC(=O)NN=C1CN(S(=O)(=O)c2ccc(C)cc2)C1 the results were N370S GC -8%, FEN1 inh 4% and TDP1 block 2%.
For COc1ccc(CCNC(=O)C2CC(=O)N(c3ccccc3)C2)cc1OC (stereo not given) the results were N370S GC 5%, FEN1 inh -9% and TDP1 block 1%.
Screening CCOC(=O)N1CCC(c2cc(=O)n(-c3ccccc3)[nH]2)CC1 returned N370S GC -22%, FEN1 inh -5% and TDP1 block -3%.
`CC[N+](CC)(CC#Cc1ccccc1)CC(=O)c1ccc(Cl)cc1` gave N370S GC -4%, FEN1 inh -12% and TDP1 block 5%.
For CC1CC(C)CN(C(=O)CCNC(=O)Cn2cnc3ccccc3c2=O)C1 (stereo not given) the results were N370S GC 0%, FEN1 inh 0% and TDP1 block 2%.
Screening O=C(NCCc1ccccc1)c1ccc(-c2ccccc2Cl)o1 returned N370S GC 1%, FEN1 inh -3% and TDP1 block -12%.
NNC(=O)c1cccn(Cc2ccc(Cl)cc2Cl)c1=O was read as N370S GC -2% and FEN1 inh 12%.

6 records drawn at random from the list so far:
O=C(Nc1cc2c3c(c1)CC(=O)N3CCC2)c1ccccc1F was read as N370S GC -2% and FEN1 inh -4%.
For O=Cc1ccc(N2CCCC2)o1 the results were N370S GC -17%, FEN1 inh -2% and TDP1 block -6%.
Screening O=C(NCCc1ccccc1)c1ccc(-c2ccccc2Cl)o1 returned N370S GC 1%, FEN1 inh -3% and TDP1 block -12%.
COc1ccc2c(c1)sc1nc(=O)ccn12 was read as N370S GC 0% and FEN1 inh -1%.
`CC[N+](CC)(CC#Cc1ccccc1)CC(=O)c1ccc(Cl)cc1` gave N370S GC -4%, FEN1 inh -12% and TDP1 block 5%.
NNC(=O)c1cccn(Cc2ccc(Cl)cc2Cl)c1=O was read as N370S GC -2% and FEN1 inh 12%.

Carrying on:
COc1ccc(CNC(=O)[C@H]2C[C@@H]2[C@H](NP(=O)(c2ccccc2)c2ccccc2)c2ccccc2)cc1OC was read as N370S GC 5% and TDP1 block 9%.
Screening Cc1ccc(C)c(OCCCC(=O)Nc2ccc(N3CCOCC3)cc2)c1 returned N370S GC -4% and TDP1 block 4%.
Screening O=S(=O)(NCCOCC(F)(F)C(F)F)c1ccc2oc3ccccc3c2c1 returned N370S GC -29%, FEN1 inh 0% and TDP1 block 9%.
For COc1ccc(CCNC(=O)c2nnn(CC(=O)Nc3cccc(F)c3)c2N)cc1OC the results were N370S GC -15%, FEN1 inh inconclusive and TDP1 block -5%.
Cc1nc(NCCNC(=O)c2ccco2)c2c(C)c(C)sc2n1 was read as N370S GC 4%, FEN1 inh -15% and TDP1 block 7%.
CCC[C@@H]1CC(C(=O)NC(C2O[C@H](SC)C(OP(=O)(O)O)[C@H](O)[C@H]2O)[C@H](C)Cl)N(C)C1 (stereo not given in full) was read as N370S GC 2% and TDP1 block 9%.
Screening O=C(Nc1ccc(Br)cn1)c1ccc2ccccc2c1 returned N370S GC -3% and FEN1 inh 9%.
COc1cc(OC)c(NS(=O)(=O)c2c(C(=O)N3CCC(C)CC3)c(C)n(C)c2C)cc1Cl was read as FEN1 inh 15% and TDP1 block 4%.
Screening NC(=O)CC(NC(=O)Cc1ccc(Br)cc1)c1ccc(NCC2CC2)c([N+](=O)[O-])c1 (stereo not given) returned N370S GC 8%, FEN1 inh 17% and TDP1 block 8%.
For CCCCc1ccc(NS(=O)(=O)c2c(C)n(C)c(=O)n(C)c2=O)cc1 the results were N370S GC 2% and FEN1 inh -8%.
Cn1c(=O)c2c(ncn2CCCNC2=CC(C)(C)CC(=O)C2)n(C)c1=O was read as N370S GC -5% and TDP1 block 2%.
`CCC1CCc2sc(C(=O)NCC(c3ccccc3OC)N3CCCC3)cc2C1` (stereo not given) gave FEN1 inh -18% and TDP1 block 2%.
COC(=O)c1ccc(CSc2nnc(CNC(=O)c3cccs3)o2)o1 was read as N370S GC -2%, FEN1 inh 18% and TDP1 block 7%.
Cc1nn(CC(=O)NCCc2ccc(Cl)cc2)c(C)c1[N+](=O)[O-] was read as N370S GC 1%, FEN1 inh -13% and TDP1 block 6%.
`CCOC(=O)CSc1ncc(OC)c(Sc2ccc(OC)cc2)n1` gave N370S GC -1%, FEN1 inh -6% and TDP1 block -7%.
For Cn1cnc(C(=O)N2CCN(C(=O)OC(C)(C)C)CC2)c1C(=O)N1CCN(C(=O)OC(C)(C)C)CC1 the results were FEN1 inh 20% and TDP1 block -1%.
Screening O=C(COC(=O)CSc1cc(Cl)ccc1Cl)NCc1ccc2c(c1)OCO2 returned N370S GC -1%, FEN1 inh 1% and TDP1 block 0%.
For O=C(CNC(=O)c1ccco1)NCC(=O)OCc1ccc(F)cc1 the results were N370S GC 1% and FEN1 inh 4%.
`O=C(CN1C(=O)CCSc2ccccc21)NC1CCCCC1` gave N370S GC -9%, FEN1 inh 13% and TDP1 block 2%.
Screening CC(=O)N=Cc1c(C)c(C#N)c(=O)n(C)c1O returned N370S GC 1%, FEN1 inh 12% and TDP1 block 6%.
For O=C(c1coc2ccc(O)cc12)C1CC1 the results were N370S GC 11%, FEN1 inh -15% and TDP1 block -3%.
CC(=O)c1ccc(COC(=O)c2cc3ccccc3oc2=O)cc1 was read as N370S GC 2% and FEN1 inh -6%.
For COc1ccc(NC(=S)N(CCCN2CCOCC2)Cc2ccco2)cc1 the results were N370S GC -6%, FEN1 inh 9% and TDP1 block -4%.
For Cc1ccc2c(C)c(C(=O)N(C)C(C)c3ccncn3)oc2c1C (stereo not given) the results were N370S GC -7%, FEN1 inh -11% and TDP1 block 3%.
Screening O=C(c1ccco1)N1CCN(CC(=O)N(C2CCCCC2)C2CCS(=O)(=O)C2)CC1 (stereo not given) returned N370S GC -1%, FEN1 inh 4% and TDP1 block 3%.
O=c1cc(CN2CCOCC2)c2cc(Cl)ccc2o1 was read as N370S GC -6% and FEN1 inh -3%.
Screening O=C1N(Cc2cccnc2)C[C@@H]2C[C@@H](c3cccc(OCc4ccccc4)c3)N3CCC[C@@]123 returned N370S GC -5% and FEN1 inh 0%.
For C/C(=N/NC(=O)c1cc(-c2ccc(Br)s2)[nH]n1)c1ccco1 the results were N370S GC 10%, FEN1 inh -7% and TDP1 block 5%.

Among those listed so far, 6 have an NH in an aromatic ring.
Screening C[C@H](NC(=O)c1ccc2ccccc2c1)C(=O)N1CCC2(CC1)NCCc1[nH]cnc12 returned N370S GC -2%, FEN1 inh 9% and TDP1 block 3%.
For COC(=O)c1c(C)[nH]c(C(=O)C(C)OC(=O)c2cnc(C)cn2)c1C (stereo not given) the results were FEN1 inh -1% and TDP1 block 1%.
CCc1n[nH]c(=S)n1/N=C/c1ccc(NC(C)=O)cc1 was read as N370S GC 2%, FEN1 inh 14% and TDP1 block 5%.
Screening Clc1cccc(Cl)c1/C=C/c1ccn[nH]1 returned N370S GC -9% and FEN1 inh 0%.
Screening CCOC(=O)N1CCC(c2cc(=O)n(-c3ccccc3)[nH]2)CC1 returned N370S GC -22%, FEN1 inh -5% and TDP1 block -3%.
For C/C(=N/NC(=O)c1cc(-c2ccc(Br)s2)[nH]n1)c1ccco1 the results were N370S GC 10%, FEN1 inh -7% and TDP1 block 5%.
